Growth percent in the NCI-60 one-dose screen (48 h, 10 µM unless noted): 100 = growth as untreated, 0 = no growth, -100 = all killed.
ACHN – ACHN renal cancer; AID 1794771; hit rate 4.9% among 81,000
RXF 393 – RXF 393 renal cancer cells; hit rate 6.9% among 77,000; AID 1794773
OVCAR-3 – OVCAR-3 ovarian cancer; hit rate 7% among 79,000; AID 1794787
OVCAR-4 – OVCAR-4 ovarian cancer cells | hit rate 3.7% among 80,000 | AID 1794784
A498 – A498 renal cancer cells; AID 1794774; hit rate 5.4% among 76,000
OVCAR-5 – OVCAR-5 ovarian cancer; hit rate 2.9% among 82,000
CAKI-1 – CAKI-1 renal cancer. hit rate 4.7% among 75,000. AID 1794772
OVCAR-8 – OVCAR-8 ovarian cancer; AID 1794782; hit rate 4.4% among 81,000
* = called active by the depositor; · = not tested or not shown; & = joins results of further samples. The calls were made as follows: active = growth percent below 10; inactive = the rest. Compounds as they come; 10% or so of the library scored in one or more.

SMILES	ACHN	RXF 393	OVCAR-3	OVCAR-4	A498	OVCAR-5	CAKI-1	OVCAR-8
O=C(Nc1nc(-c2ccccc2Cl)cs1)c1cc(-c2ccc(Cl)cc2)nc2ccccc12	93	101	79	83	·	102	·	83
O=C(CCCCCCN1CC(=O)N2[C@@H](c3cccs3)c3[nH]c4ccccc4c3C[C@H]2C1=O)NO	97	89	·	96	87	70	89	62
COc1cc2c(c(OC)c1OC)C(=O)CC(c1cccc(NC(=O)c3cccc(NC(=O)[C@H](C)N)c3)c1)O2 (stereo partly drawn)	83	95	92	76	106	115	76	67
CCC(=O)C12CCCC1=NC(=N)N=C2C1=NC(=N)N=C2CCCC21C(=O)CC (stereo not drawn)	109	103	121	108	108	106	93	101
CC1NC(=O)NC1CCCCCC(=O)O (stereo not drawn)	101	105	108	112	88	98	·	95
O=C(Nc1cccc(-c2nc(-c3ccc(NC(=O)c4cccnc4)cc3Cl)no2)c1)Nc1ccc(NC(=O)C2CC2)c(C(F)(F)F)c1	9.9*	-82*	-75*	-74*	-70*	-66*	-73*	-17*
COc1ccc(-c2cc(C(=O)N3N=C(c4ccc(N)cc4)CC3c3ccc(Cl)cc3)c3ccccc3n2)cc1 (stereo not drawn)	44	22	3.9*	60	-1.9*	52	28	14
O=c1c2ccccc2nc(SCc2nnc(Nc3ccccc3)s2)n1CCc1ccccn1	106	109	105	102	99	98	108	107
Nc1[nH]c(=O)[nH]c(=O)c1N=Nc1ccc(S(=O)(=O)Nc2ncccn2)cc1	113	108	111	110	107	111	100	103
COc1ccc(-c2cc(-c3cc(C(=O)c4ccc(Br)cc4)n4cc(C)cc(C)c34)nc(N)c2C#N)cc1OC	97	99	·	106	104	98	63	96
N/N=C\c1cnnc2ccccc12	100	106	113	112	88	99	94	97
Cn1c(=O)c2nc(CC(O)c3ccccc3)c(=O)[nH]c2n(C)c1=S (stereo not drawn)	104	116	114	107	109	107	90	106
CCOC(=O)c1ccc2c(c1)nc(-c1ccc(Cl)cc1)n2-c1cc(C(C)(C)C)[nH]n1	36	21	13	63	45	60	25	70
O=c1cc(Cn2cnc3c(NCc4ccco4)ncnc32)c2cc(Cl)ccc2o1	92	118	98	91	93	95	88	·
OC1COC(O)(CNCCc2c[nH]c3ccc(OCc4ccccc4)cc23)C(O)C1O (stereo not drawn)	94	93	119	95	123	99	86	102
COC(=O)c1ccc(C2OC34CCCCC3C(C#N)(C(=N)O4)C2(C#N)C#N)cc1 (stereo not drawn)	101	109	104	114	109	102	100	97
CC1(C)N=C(N)N=C(N)N1c1ccc(CCCCc2ccccc2)c(Cl)c1	19	31	-11*	21	54	28	14	26
CC1=C(Br)C(=O)C(C)=C(Br)C1=O	107	121	111	100	133	113	115	110
COc1ccc(C2C3CC4C(OC(=O)C42)C3I)cc1 (stereo not drawn)	99	99	113	111	104	102	107	104
CC(=O)[C@@H]1CC[C@]2(CN)CC[C@]3(C)[C@H](CC[C@@H]4[C@@]5(C)CCCNC(C)(C)[C@@H]5CC[C@]43C)[C@@H]12	102	94	95	100	85	104	94	101
O=C(CN1CCNCC1)N1CCOCC1	110	123	122	110	116	109	101	92
O=C(c1nc2ccccc2[nH]1)C1C(c2ccc(Cl)cc2)C2CC3CCCC[C@H]3N2[C@@]12C(=O)Nc1cc(Cl)ccc12 (stereo partly drawn)	40	36	35	24	·	56	21	61
CNS(=O)(=O)Oc1ccc(-c2ccc3occc3c2)cc1	100	122	107	98	102	89	93	99
O=[N+]([O-])c1cccc(-c2nnc(CSc3nnc(-c4ccccc4)o3)o2)c1	103	103	111	101	85	94	91	97
CN(Cc1ccccc1)c1nc(Cl)c(C2CC(c3ccccc3)=Cc3[nH][nH]c(=O)c32)s1 (stereo not drawn)	98	·	98	111	85	94	96	102
CCN(Cc1ccccc1)C(=O)C1CCNCC1	·	113	105	105	87	107	·	102
COc1ccc(-n2c(/C=C3\C(=O)Nc4ccccc43)ccc2COCC2CO2)cc1 (stereo not drawn)	100	113	113	99	86	119	105	100
COC(=O)c1cccc2c1N(C)c1c(cccc1C(=O)OC)CC2	104	124	102	112	132	99	98	113
O=C(CCCC(=O)N/N=C/c1cc(Cl)ccc1O)N/N=C\c1cc(Cl)ccc1O	23	39	35	22	63	67	-1.7*	20
C[n+]1c(-c2ccccc2)c2cc(N)ccc2c2ccccc21	96	59	70	30	126	107	110	34
CN(C)CCCN(Cc1ccccc1O)C(=S)Nc1ccccc1	99	110	115	110	85	91	110	110
CC1(C)[C@@H](O)CC[C@]2(C)[C@H]3CC[C@@H]4[C@H]5[C@H](C(=O)/C=C\c6ccccn6)CC[C@]5(O)CC[C@@]4(C)[C@]3(C)CC[C@@H]12	33	-16*	25	33	22	48	34	40
Cc1nc2ccccc2n1C(=O)CN=C1CC(=O)NN1	97	109	109	96	91	96	86	99
O=C1/C(=C/c2ccco2)SC(=S)N1CC(=S)C1C=CS(=O)(=O)C1 (stereo not drawn)	113	98	106	98	103	110	87	101
Cc1nnc(SCc2nc3sc4c(c3c(=O)[nH]2)CCCC4)s1	102	·	100	101	101	98	71	106
C=CCc1cc(CN2CC(C)OC(C)C2)c(O)c(OC)c1 (stereo not drawn)	113&98	112&116	110&121	117	119&110	104&112	107&117	101&104

Profiles, quoted from the list:
Listed for C=CCc1cc(CN2CC(C)OC(C)C2)c(O)c(OC)c1 (stereo not drawn) = ACHN = 113&98; RXF 393 = 112&116; OVCAR-3 = 110&121; OVCAR-4 = 117; A498 = 119&110; OVCAR-5 = 104&112; CAKI-1 = 107&117; OVCAR-8 = 101&104
Listed for COc1ccc(-n2c(/C=C3\C(=O)Nc4ccccc43)ccc2COCC2CO2)cc1 (stereo not drawn) = ACHN = 100; RXF 393 = 113; OVCAR-3 = 113; OVCAR-4 = 99; A498 = 86; OVCAR-5 = 119; CAKI-1 = 105; OVCAR-8 = 100
Listed for CCN(Cc1ccccc1)C(=O)C1CCNCC1 = ACHN = ·; RXF 393 = 113; OVCAR-3 = 105; OVCAR-4 = 105; A498 = 87; OVCAR-5 = 107; CAKI-1 = ·; OVCAR-8 = 102

Later entries.
SMILES	ACHN	RXF 393	OVCAR-3	OVCAR-4	A498	OVCAR-5	CAKI-1	OVCAR-8
CC(=O)Oc1c(Cl)cc(Cl)c(Cl)c1[N+](=O)[O-]	98	120	115	108	89	95	96	101
CC1SC(c2ccc(OCc3ccccc3)cc2)N(NC(=O)C(O)(c2ccccc2)c2ccccc2)C1=O (stereo not drawn)	55	51	31	55	56	80	44	78
CCCC(=O)CC(C)(C)C	92	105	46	65	84	104	94	75
CC(C)(C)OC(=O)CN1CCc2c(sc3ncnc(N4CCN(S(C)(=O)=O)CC4)c23)C1	118	123	114	111	123	105	98	108
CCOC(=O)C(CCC(C(=O)OCC)(C(=O)OCC)c1ccccc1)(C(=O)OCC)c1ccccc1	91	100	119	110	98	106	66	95
Cn1cc(C#N)c(=O)[nH]c1=O	108	104	110	103	96	103	·	101
O=[N+]([O-])c1ccc(Cc2ccc([N+](=O)[O-])cc2)cc1	89	100	84	98	92	101	85	95
Cn1cnc2c(SCc3ccccc3)ncnc21	110	111	115	101	93	97	98	100
NC(Cc1ccc(O)cc1)C(=O)NNc1n[nH]c(=S)n1N (stereo not drawn)	100	·	106	105	90	95	100	112
Cc1cc(C)c(C#N)c(OCCCCOc2nc(C)cc(C)c2C#N)n1	85	96	120	94	83	94	83	95
N#CCCN1CCN(CCC#N)CC1	107	111	106	115	106	·	107	102
COc1ccc(Sc2ccc3[nH]c(=O)nc(N)c3c2)cc1	107	101	115	100	99	100	106	98

An excerpt from above, showing only OVCAR-3 and A498:
Structure,OVCAR-3,A498
CC(C)(C)OC(=O)CN1CCc2c(sc3ncnc(N4CCN(S(C)(=O)=O)CC4)c23)C1,114,123
O=C(CN1CCNCC1)N1CCOCC1,122,116

(further entries)
SMILES	ACHN	RXF 393	OVCAR-3	OVCAR-4	A498	OVCAR-5	CAKI-1	OVCAR-8
CS(=O)(=O)Nc1cncc(-c2ccc3ncnc(Nc4ccc(Oc5ccncc5)cc4)c3c2)c1	101	44	42	83	82	91	94	88
CC(C)Sc1cc(=O)[nH]c(N)n1	·	101	115	109	95	109	·	96
O=C(O)c1cc(Cl)cc([N+](=O)[O-])c1O	107	126	109	·	103	100	100	99
CNC(=O)c1cc(-n2ccc3cc(NC(=O)c4cc(C(F)(F)F)cc(C(F)(F)F)c4)ccc32)ccn1	96	113	107	115	97	104	97	93
CCN1CCN(C(=O)[C@]23CCC(C)(C)C[C@H]2C2=CC[C@@H]4[C@@]5(C)C/C(=C/c6ccccn6)C(=O)C(C)(C)[C@@H]5CC[C@@]4(C)[C@]2(C)CC3)CC1	95	95	91	85	78	116	49	95
Cc1nc2ccccc2c(/C=C/c2ccc(C(F)(F)F)cc2)c1C(=O)/C=C/c1ccccc1	-55*	-83*	-63*	-1.6*	-31*	-76*	0.9*	-13*
COc1ccccc1/C=C1\N=C(c2ccccc2)OC1=O	106	112	114	105	116	111	94	106
O=C(NCCc1ccc(Cl)cc1)c1[nH]c2ccccc2c1Cl	100	114	101	89	77	118	96	96
CC(=O)Oc1c(C)c(C)c2c(c1C)CCC(C)(CC(=O)OCCCCCCCCCCC[P+](c1ccccc1)(c1ccccc1)c1ccccc1)O2 (stereo not drawn)	-95*	-89*	-91*	-83*	-20*	-37*	-76*	-44*
CC(Nc1nc(Cl)nc2ccccc12)c1ccccc1 (stereo not drawn)	65	54	77	15	13	86	43	68
O=CN/N=C/c1ccc2c(c1)CCC2	99	108	106	·	106	98	95	106
O=C1CCC(=O)N1C1CCCCC1	·	109	102	104	97	109	·	112
NCCCC(N)CC(=O)NCC1NC(=O)C(CO)NC(=O)C(N)CNC(=O)C(C2CCN=C(N)N2)NC(=O)/C(=C\NC(N)=O)NC1=O (stereo not drawn)	102	114	109	118	96	114	91	100
O=C(Nc1cccc(-c2cccc(F)c2)c1)C1CCN(Cc2cccc3cccnc23)CC1	65	69	61	52	55	83	·	72
CCOC(=O)c1c(O)cc(-c2ccccc2)cc1-c1sc(N(C)Cc2ccccc2)nc1Cl	97	·	106	102	108	89	88	98
COc1cc(/C=C2\CN(S(=O)(=O)c3ccc(C)cc3)C/C(=C\c3cc(CN4CCCCC4)c(O)c(OC)c3)C2=O)cc(CN2CCCCC2)c1O	-99*	-72*	-89*	-73*	90	-86*	-89*	-66*
CCOC(=O)N1CCN(CCCCCOc2ccc(Cl)cc2)CC1	96	100	97	89	85	92	84	95
c1ccc(COCCOCc2ccccc2)cc1	107	140	150	118	96	107	106	103
CC(/C=C/c1ccc(Br)cc1)c1ccc(Br)cc1 (stereo not drawn)	103	106	105	92	92	103	92	105
O=S(=O)(O)c1cc(O)c2c(O)c(N=Nc3ccccc3)c(S(=O)(=O)O)cc2c1	93	110	106	107	92	95	104	92
CCCCCCCCCCCCCCCCCCCCCC(=O)O	93	110	103	100	57	84	97	103
Cc1ccc(-c2cc(-c3cc4ccccc4oc3=O)on2)cc1	89	·	98	91	100	102	59	·
Cn1cc(-c2nnc(N)nc2-c2cn(C)c3ccccc23)c2cc(F)ccc21	91	84	100	96	114	94	58	86
CN1CCN(C(=O)Cn2c(-c3ccccc3)csc2=N)CC1	81	97	95	88	93	110	70	93
Cc1nn(-c2ccc(Cl)cc2)c2nc3c(nc12)c(=O)[nH]c1ccccc13	110	112	106	114	108	110	95	·
CCCCN1C(=O)/C(=c2\sc3n(c2=O)NC2C(N=3)N(CC)C(=O)N2CC)c2cccc(C)c21 (stereo not drawn)	82	83	·	87	102	98	61	91
COc1ccc(C2CC(c3ccc(C)cc3C)=NN2c2ccc(S(=O)(=O)NC(=S)NCc3ccccc3)cc2)cc1 (stereo not drawn)	83	93	93	77	85	111	98	80
CCCCC(=O)OCCc1ccccc1	106	104	96	119	107	115	95	102
O=C(CCN1CCCCC1)c1ccccc1	162&105	90&108	113&113	110&103	136&95	100&108	83&103	111&125
CCOc1cccc2cc(C(N)=O)c(=N)oc12	105	134	114	99	104	99	105	114
NC(=O)c1ncn(C2OC(CO)C(O)C2O)n1 (stereo not drawn)	91	·	95	88	89	95	99	88
COc1ccc(CNc2ccccn2)cc1OC	104	109	124	·	97	98	89	103
O=c1[nH]c2ccccc2cc1-c1nc2ccccc2[nH]1	59	79	77	63	63	109	·	99
CCN1CCN(C(=S)SC(SC(=S)N2CCN(CC)CC2)C(=O)c2nnn(-c3ccc(Cl)cc3)c2C)CC1	93	113	84	75	91	122	90	97
O=[N+]([O-])c1cnc(Sc2ccncn2)s1	-98*	·	-96*	54	88	94	·	73
CC(C)CCC[C@@H](C)[C@H]1CC[C@H]2[C@@H]3CC=C4N(c5ccccc5)C(=O)CC[C@]4(C)[C@H]3CC[C@]12C	105	103	92	103	118	102	·	109
CCSc1ccc(C(=O)O)cc1	116	96	116	91	111	102	95	108
CC(=O)Nc1cc(S(=O)(=O)O)cc2cc(S(=O)(=O)O)c(N=Nc3ccccc3)c(O)c12	108&106	113&107	109&121	109&109	92&102	113&122	100	100&109
CCCSc1ccc(NC(=S)Nc2ccc(SCCC)cc2)cc1	104	91	113	110	112	95	105	88
COC(=O)c1ccc2oc(NC(=O)c3ccc(NC4CCCCC4)c([N+](=O)[O-])c3)nc2c1	100	97	104	100	120	106	84	95

Screens as filed in PubChem BioAssay.
